Hsp90 inh – displaces geldanamycin probe from tumor Hsp90 | P07900 | NCI-N417 lysate Hsp90, Cy3B-geldanamycin FP displacement | inhibition, % at 30 µM | 64,000 tested, 0.35% active | AID 429;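 active = inhibition above 50%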;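 note: 0% = tracer plus lysate wells and 100% = tracer alone without lysate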
NADH coupling – inhibition of NAD/NADH coupling enzymes, library profiling; IC50, µM (highest dose often 10 µM), without a hit: top-dose inhibition; 65,000 tested, 0.02% active; coupled PK/LDH NADH assays, four targets;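 active = single-dose screening hits from any of four coupled enzyme assays that gave an IC50 when retested across doses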;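 note: the DPM-DC format reads NADH fluorescence rather than 340 nm absorbance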
Fluor 339 460 – intrinsic fluorescence of library compounds, ex339/em460 – biochemical, MLSMR library, data from DPM-DC assay, artefact control, profiling panel; compound autofluorescence, ex339/em460 nm, NADH buffer; stronger effect = higher value; 1 = no-compound wells, NADH background; fluorescence fold increase at 10 µM; 65,000 tested, 5.5% active; AID 709;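 active = at 10 µM, mean starting fluorescence two-fold or more over control wells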;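 note: signal is the first read of a kinetic run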
D1 mod – allosterically modulates the human D1 dopamine receptor | P21728 | HEK293 D1, CRE-luciferase, dopamine EC30 potentiation; actives deviate in either direction | 58,000 tested, 5.9% active | B-score at 10 µM;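 active = luminescence count or its row- and column-corrected plate score outside the 99.7% band of the plate's sample wells, on either side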
E coli RNAP – blocks E. coli RNA polymerase transcription | 62,000 tested, 0.2% active | inhibition, %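 (tested at 10 µM)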 | fluorescence transcription assay | P0A8V2; in the data active = inhibition above about 20%;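 note: 0% = enzyme without compound and 100% = no enzyme blank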
Target sequence (P0A8V2 whole entry, looked up): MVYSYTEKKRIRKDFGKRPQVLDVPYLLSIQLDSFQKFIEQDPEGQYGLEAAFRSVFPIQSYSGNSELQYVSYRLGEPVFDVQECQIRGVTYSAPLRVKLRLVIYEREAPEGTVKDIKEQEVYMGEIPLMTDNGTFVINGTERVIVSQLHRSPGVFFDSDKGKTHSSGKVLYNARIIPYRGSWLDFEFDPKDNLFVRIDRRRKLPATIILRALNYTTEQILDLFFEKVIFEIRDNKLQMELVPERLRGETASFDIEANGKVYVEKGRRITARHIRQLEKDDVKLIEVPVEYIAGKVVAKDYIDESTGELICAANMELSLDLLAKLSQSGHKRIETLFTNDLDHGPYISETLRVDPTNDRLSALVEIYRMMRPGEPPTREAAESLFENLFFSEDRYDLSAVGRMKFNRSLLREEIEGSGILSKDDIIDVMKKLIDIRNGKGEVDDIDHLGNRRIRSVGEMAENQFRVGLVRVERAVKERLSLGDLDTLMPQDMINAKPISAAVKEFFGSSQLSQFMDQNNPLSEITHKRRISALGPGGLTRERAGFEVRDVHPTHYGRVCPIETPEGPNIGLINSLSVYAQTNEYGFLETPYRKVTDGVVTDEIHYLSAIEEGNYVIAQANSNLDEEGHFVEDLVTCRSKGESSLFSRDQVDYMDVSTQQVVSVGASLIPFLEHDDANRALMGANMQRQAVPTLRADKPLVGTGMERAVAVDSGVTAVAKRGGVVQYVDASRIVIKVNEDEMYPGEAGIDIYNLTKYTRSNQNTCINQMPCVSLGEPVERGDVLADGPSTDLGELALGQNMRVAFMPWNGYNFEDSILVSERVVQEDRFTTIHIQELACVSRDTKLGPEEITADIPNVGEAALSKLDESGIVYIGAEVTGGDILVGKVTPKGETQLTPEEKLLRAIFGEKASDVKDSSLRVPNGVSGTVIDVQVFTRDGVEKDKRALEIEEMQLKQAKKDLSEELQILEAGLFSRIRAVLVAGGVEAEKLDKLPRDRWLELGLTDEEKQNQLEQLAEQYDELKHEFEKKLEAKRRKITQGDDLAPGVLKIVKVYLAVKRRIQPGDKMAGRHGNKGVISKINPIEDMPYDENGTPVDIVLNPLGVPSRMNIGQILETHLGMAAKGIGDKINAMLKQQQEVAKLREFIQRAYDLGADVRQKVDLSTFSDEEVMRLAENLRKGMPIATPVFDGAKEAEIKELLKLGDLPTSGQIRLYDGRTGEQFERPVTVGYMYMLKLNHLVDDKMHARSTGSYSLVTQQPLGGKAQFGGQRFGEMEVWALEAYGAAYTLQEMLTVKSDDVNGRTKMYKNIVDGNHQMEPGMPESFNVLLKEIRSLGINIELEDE
M1 antagonist – antagonists of rat M1 muscarinic receptor. CHO-M1 cells, Fluo-4 calcium, ACh EC80 antagonist mode; stronger effect = lower value. P08482. AID 628. 64,000 tested, 3.4% active. B-score at 10 µM;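 active = calcium fluorescence response, raw or row-and-column corrected B-score, differing from the plate sample mean either way at a set confidence level, mostly lower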
5HT1a ag – 5-HT1a (human) receptor agonism | P08908 | CHO 5-HT1a Ga15 NFAT-bla reporter, FRET ratio; 0% basal, 100% maximal reference agonist | activation, % at 10 µM | 65,000 tested, 0.56% active;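 active = activation above the screen-wide mean activation plus 3 SD, cut at about 19% in these data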;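 note: 0% = DMSO wells and 100% = 5-CT at EC100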
M1 ag – activates the M1 muscarinic receptor; CHO-M1 cells, Fluo-4 calcium fluorescence, agonist mode; stronger effect = higher value; B-score at 10 µM; 64,000 tested, 3% active;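 active = fluorescence rise, raw or as B-score row- and column-corrected plate score, outside the 99.7% band of its plate's samples, either direction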
HER2 expr 66K – inhibitors of human Her2 kinase expression; P04626; SKBR-3 HER2 protein level, AlphaScreen, 18-24 h; stronger effect = lower value; HER2 level % of control, % at 10 µM; 65,000 tested, 0.69% active;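 active = HER2 level under 5% of the carrier-only control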;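 note: 100% = DMSO carrier and 0% = 500 nM PU-H71 HSP90 inhibitor; lower value means stronger loss of Her2 protein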
An asterisk follows results filed as active; . = no result given; [ ] = dose if it differs, or a comment.

SMILES | Hsp90 inh | NADH coupling | Fluor 339 460 | D1 mod | E coli RNAP | M1 antagonist | 5HT1a ag | M1 ag | HER2 expr 66K
CCOC(=O)c1cc(-c2ccccc2)n(CC(=O)O)c1C | -3.0 | 8.0% | 1.1 | 0.12 | 7.5 | 0.562 | -3.4 | 0.202 | 100.2
Cc1ccc(C2CC(c3ccccc3OC(F)F)Nc3ncnn32)cc1 (centres undefined) | 4.5 | 12.0% | 1.06 | 1.53 | -0.1 | 1.3* | -1.1 | 0.835 | 93.6
O=C(Nc1ccccc1C(=O)N1CCOCC1)c1ccncc1 | -2.4 | 8.0% | 1.06 | -0.0604 | 6.1 | 0.189 | -0.1 | -1.05 | 76.0
COc1ccc(C2C(C#N)=C(C)NC3=C2C(=O)CC(C)(C)C3)c(OC)c1 (centres undefined) | -2.0 | 4.0%[fluoresces] | 1.94 | 0.187 | 3.6 | -0.051 | 0.7 | -1.65 | 107.9
Cc1cc2ccccc2c(=O)[nH]1 | -9.8 | 6.0% | 1.66 | 0.151 | 5.1 | 0.83 | -0.4 | 0.463 | 91.9
COc1ccc(NC2CS(=O)(=O)CC2NCc2ccco2)cc1 (centres undefined) | . | 2.0% | 1.11 | -0.519 | 3.8 | -0.589 | -2.7 | -1.12 | 108.0
COc1ccc(CNC(=O)C2CC(c3ccc(F)cc3)=NO2)cc1 (centres undefined) | -0.9 | 5.0% | 0.97 | 0.117 | 6.9 | 0.148 | -1.0 | 0.356 | 87.8
CCCN1Cc2cccc(C(=O)Nc3ccc(CN4CCCC4)cc3)c2C1=O | -3.5 | 8.0% | 1.1 | 3.33 | 9.0 | . | -1.4 | . | 120.5
CCCn1c(SCC(=O)Nc2nnc(C)s2)nnc1-c1ccoc1C | 1.3 | 9.0% | 1.11 | 0.22 | -8.9 | -0.0832 | -0.5 | -0.017 | 96.7
Nc1nc2n(n1)C(c1cccs1)CC(c1ccc(Br)cc1)N2 (centres undefined) | 2.0 | 7.0% | 1.11 | . | . | 0.621 | -1.6 | -0.708 | -20.1*
COc1cc(OC)cc(N(C(=O)c2ccco2)C(C(=O)NC2CCCC2)c2ccc(N(C)C)cc2)c1 (centres undefined) | -2.2 | 5.0% | 1.07 | -0.946 | 13.2 | -1.09 | -1.1 | -1.79 | 106.4
COC(=O)c1cccnc1-n1c(=O)c2cccnc2n(Cc2ccc(Cl)cc2)c1=O | 0.3 | 0.0% | 1.08 | -0.055 | 0.8 | -0.0831 | 1.3 | -0.0476 | 98.4
Cc1nnc(SCCn2c(N3CC(C)CC(C)C3)nc3c2c(=O)n(C)c(=O)n3C)s1 (centres undefined) | 68.2* | 3.0% | 1.02 | 0.394 | -6.4 | 0.00331 | -2.2 | -0.23 | 105.5
COCC(C)OC(=O)C(C#N)c1nc2ccccc2nc1N1CCN(Cc2ccccc2)CC1 (centres undefined) | -7.8 | 6.0% | 1.12 | 0.00899 | 1.0 | -1.89 | -0.4 | -0.633 | 88.4
Cn1c(=O)c2c(nc(CN3CCc4ccccc4C3)n2CCc2ccccc2)n(C)c1=O | -4.2 | 9.0% | 1.07 | -0.266 | . | -0.571 | -2.1 | -0.0918 | 80.0
CCCOc1ccc(Cc2nc(N)nc(N)n2)cc1 | 1.9 | 4.0% | 1.06 | 3.18 | -6.8 | -0.00597 | 1.0 | -0.142 | 18.4
CCCc1cc(=O)[nH]c(SCC(=O)NC2CCCCC2)n1 | . | 4.0% | 1.02 | 0.913 | 3.8 | -1.32 | . | 0.0121 | 64.6
COC(=O)CSc1nnc(-c2cnccn2)n1C | 0.1 | 5.0% | 1.08 | . | -1.6 | . | -1.2 | . | 91.1
C=CCNC(=O)C1CC=CCC1C(=O)O (centres undefined) | . | 4.0% | 0.87 | 0.00169 | -0.1 | . | . | . | 107.2
O=C(CSc1nnc(Cc2cc(=O)[nH]c(=O)[nH]2)n1-c1ccc(F)cc1)NC1CCCC1 | -3.7 | 7.0% | 1.05 | 0.563 | 1.9 | 0.318 | -0.6 | -0.172 | 96.3
COc1ccc(C)cc1S(=O)(=O)N(C)CC(N)=O | -0.2 | 8.0% | 1.09 | 0.295 | 4.0 | -0.184 | -1.8 | -0.738 | 96.3
CCn1cc(Br)c(C(=O)Nc2cccc(SC)c2)n1 | 4.2 | 10.0% | 1.1 | -0.484 | 6.8 | -0.048 | -1.5 | -0.00538 | .
CC(C)NC(=O)Cn1c(SCC(=O)N2CCCCCC2)nc2ccccc21 | 1.8 | 4.0% | 1.03 | -1.52 | 6.8 | -0.209 | 0.0 | -0.0015 | 81.6
CCn1c(=O)cc(OCC(=O)Nc2cc(C)ccn2)c2ccccc21 | -3.0 | 3.0% | 1.01 | 0.979 | 9.1 | 0.145 | -4.1 | 0.0824 | 91.3
O=C(Nc1ccc(F)c(F)c1)c1ccc2c(c1)OCO2 | 1.2 | 1.0% | 1.1 | -1.7 | 0.8 | 0.732 | -2.4 | -0.219 | 101.3
Remaining list, next part:
SMILES | Hsp90 inh | NADH coupling | Fluor 339 460 | D1 mod | E coli RNAP | M1 antagonist | 5HT1a ag | M1 ag | HER2 expr 66K
CC(=O)n1cc(Nc2ccccc2C(=O)O)c2ccccc21 | -3.0 | 3.0%[fluoresces] | 2.23* | -0.663 | 4.3 | 0.644 | 1.0 | -0.372 | 67.4
O=C(Nc1cccnc1)Nc1ccccc1Cl | -3.0 | 5.0% | 1.03 | -1.82 | -2.1 | 0.0163 | -3.8 | -0.198 | 68.4
c1ccc2c(c1)[nH]c1nc3nncn3nc12 | -2.6 | 6.0% | 1.06 | 1.29 | 8.7 | 0.187 | -2.2 | 0.146 | 71.6
CCOC(=O)C1CCN(C(=O)Cc2c(C(=O)O)[nH]c3ccccc23)CC1 | . | 1.0% | 1.03 | 0.777 | -2.8 | 0.6 | -1.0 | -0.0682 | 95.9
CCc1nnc(NC(=O)CSc2nnc(COc3ccc(C#N)cc3)n2-c2ccccc2)s1 | 1.0 | 12.0% | 1.27 | -1.06 | 7.3 | -0.495 | -0.2 | -1.3 | 103.6
Cc1ccc(SCCCn2cncn2)cc1 | 1.7 | 3.0% | 1.05 | . | 10.5 | 0.0798 | -4.2 | 0.667 | 127.5
Cc1cc(Nc2ccccc2N2CCOCC2)n2ncnc2n1 | 0.8 | 3.0% | 1.02 | 0.655 | 2.8 | 0.453 | -1.2 | 0.282 | 90.0
O=C(Cn1cnc2c(cnn2-c2ccccc2)c1=O)NC1CCCC1 | -1.7 | 5.0% | 0.97 | -1.1 | 0.7 | 0.899 | -1.2 | 0.253 | 82.4
Cc1coc(NC(=O)CSc2nc(-c3ccncc3)cc(C(F)(F)F)c2C#N)n1 | 0.6 | 3.0% | 1.1 | 0.717 | 9.4 | 0.0487 | 0.6 | -0.524 | 53.6
c1ccc(OCCCn2nnc(-c3ccc(N4CCOCC4)cc3)n2)cc1 | -2.0 | 2.0% | 1.04 | 0.161 | 4.5 | -1.12 | 1.8 | -1.09 | 94.9
CCOc1ccc(N=C(NC#N)SCC(=O)NC2CC2)cc1 | -0.5 | 3.0% | 1.02 | . | 7.0 | -0.069 | -2.0 | 0.035 | 136.4
Cc1cccc(-n2ccnc2SCC(=O)Nc2nccs2)c1C | -0.1 | 5.0% | 1.07 | -0.137 | 1.3 | 0.186 | -1.8 | -0.166 | 92.2
Cn1c(C(=O)NCCN2CCOCC2)cc2sccc21 | -3.3 | 6.0% | 1.04 | 0.187 | 6.2 | -0.0244 | -1.1 | -0.747 | 93.4
CN(C)C(=O)NC1CCCCCCCCCCC1 | -2.6 | 3.0% | 1.1 | 0.331 | 12.2 | -0.476 | -4.2 | -0.239 | 134.6
C=CCNC(=O)NC(=S)c1ccccc1 | -3.7 | 1.0% | 1.12 | . | 5.1 | 0.489 | -3.0 | 1.07 | 91.5
COc1cc(-c2nc3n(n2)C(c2cccc(OC)c2OC)C2=C(CCCC2=O)N3)cc(OC)c1OC (centres undefined) | -0.7 | 5.0% | 1.23 | -0.046 | -0.1 | -0.596 | -1.1 | -0.469 | 95.2
CCC(=O)Nc1ccc(NC(=O)CSc2nnnn2CC)cc1C | -2.0 | 2.0% | 1.01 | 0.347 | 7.6 | 0.131 | 1.3 | -0.373 | 79.2
Cn1c(=O)c2c(nc(Br)n2CCCc2ccccc2)n(C)c1=O | -4.9 | 7.0% | 1.13 | -0.947 | 8.2 | 0.193 | -1.1 | -1.41 | 106.1
COCCCn1c2nc3ccccc3nc2c2c(=O)n(Cc3ccc(Cl)cc3)c(C)nc21 | 1.8 | 11.0%[fluoresces] | 3.88* | -0.231 | 4.9 | 1.74 | 1.4 | -0.687 | 78.0
COc1cc2c(cc1OC)CN(CC(=O)Nc1cccc(C)c1)CC2 | -7.4 | 4.0% | 1.08 | 3.57 | 6.1 | -0.00549 | -1.9 | -0.168 | 84.7
CCOC(=O)c1sc(NC(=O)CN2CCCC2)c(C(=O)OCC)c1C | -10.6 | 0.0% | 1.11 | 0.629 | 2.1 | 0.863 | 0.9 | 0.432 | 98.2
COc1ccc(N2C(=O)C3CCCN3C2c2cc(OC)c(OC)cc2OC)cc1 (centres undefined) | 2.5 | 2.0% | 1.09 | 0.17 | 4.2 | 0.957 | 0.6 | -0.0538 | 87.0
O=C(C1CC1)N1CCc2cc(Br)cc(S(=O)(=O)NCCN3CCOCC3)c21 | . | 2.0% | 1.1 | . | 6.5 | 0.472 | 1.1 | 0.216 | 61.5
N#Cc1ccsc1NC(=O)CSc1ncnc2ccccc12 | -9.0 | 7.0% | 1.04 | . | 4.7 | . | -2.0 | . | 74.7
O=C(CN1C(=O)C2C3c4ccccc4C(c4ccccc43)C2C1=O)N1CCOCC1 (centres undefined) | 3.0 | 0.0% | 1.12 | 0.0179 | 11.3 | 0.93 | -0.3 | 0.971 | 96.3

Full records, quoted from the list. Order of screens: Hsp90 inh, NADH coupling, Fluor 339 460, D1 mod, E coli RNAP, M1 antagonist, 5HT1a ag, M1 ag, HER2 expr 66K
CCCn1c(SCC(=O)Nc2nnc(C)s2)nnc1-c1ccoc1C in the list: 1.3, 9.0%, 1.11, 0.22, -8.9, -0.0832, -0.5, -0.017, 96.7
N#Cc1ccsc1NC(=O)CSc1ncnc2ccccc12 in the list: -9.0, 7.0%, 1.04, ., 4.7, ., -2.0, ., 74.7
Cc1coc(NC(=O)CSc2nc(-c3ccncc3)cc(C(F)(F)F)c2C#N)n1 in the list: 0.6, 3.0%, 1.1, 0.717, 9.4, 0.0487, 0.6, -0.524, 53.6

Copied from the list.
Cc1cc(Nc2ccccc2N2CCOCC2)n2ncnc2n1 in NADH coupling: 3.0%
Cn1c(C(=O)NCCN2CCOCC2)cc2sccc21 in M1 ag: -0.747

(further entries)
SMILES | Hsp90 inh | NADH coupling | Fluor 339 460 | D1 mod | E coli RNAP | M1 antagonist | 5HT1a ag | M1 ag | HER2 expr 66K
CCCC(C(=O)NC1CCCC1)N(CCCN1CCOCC1)C(=O)c1snc(C(N)=O)c1N (centres undefined) | -0.6 | 10.0% | 2.16* | -0.615 | 0.0 | -0.0191 | 2.0 | 0.262 | 126.8
COC(=O)c1cccc(NC(=O)C2COc3ccccc3O2)c1 (centres undefined) | 2.1 | 4.0% | 1.08 | -0.49 | 2.0 | 0 | -2.1 | 1.24 | 114.4
CCc1nnc(NC(=O)C2CCC2)s1 | 0.9 | 3.0% | 1.15 | 0.0988 | -0.4 | 0.0251 | -1.5 | -0.669 | 91.0
COc1ccc(C)cc1-n1nnnc1SCn1nnc2ccccc2c1=O | -3.0 | 2.0% | 1.04 | 0.0101 | 6.3 | -0.0324 | -2.0 | -0.639 | 114.4
COc1ccc(OC)c(S(=O)(=O)N(C)CC(=O)N2CCN(c3ccccc3)CC2)c1 | 2.1 | 8.0% | 1.08 | 0.221 | 2.3 | 0.456 | -0.9 | 0.148 | 106.3
O=C(Cn1ccc2ccccc2c1=O)NCCC(=O)N1CCN(c2cccc(C(F)(F)F)c2)CC1 | -6.2 | 6.0% | 1.16 | . | 3.1 | -0.952 | 1.2 | 3.34 | 89.8

Assay outcomes deposited in PubChem by several laboratories.

An unsorted share of the library (roughly 16% active in at least one column).
